NPY-Y1 antag: NPY-Y1 (human) receptor antagonism; 1% of 200,000 active; HEK293-CNG Y1 cells, membrane potential fluorescence; NPY at EC95, then isoproterenol; P25929; AID 1040; inhibition, % at 3.6 µM;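 active = inhibition above the campaign mean inhibition of all tested compounds plus 3 SD, cut at about 20% in these data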;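 also: 0% = DMSO wells given NPY plus isoproterenol and 100% = isoproterenol alone without NPY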
Target sequence (P25929 whole entry, looked up): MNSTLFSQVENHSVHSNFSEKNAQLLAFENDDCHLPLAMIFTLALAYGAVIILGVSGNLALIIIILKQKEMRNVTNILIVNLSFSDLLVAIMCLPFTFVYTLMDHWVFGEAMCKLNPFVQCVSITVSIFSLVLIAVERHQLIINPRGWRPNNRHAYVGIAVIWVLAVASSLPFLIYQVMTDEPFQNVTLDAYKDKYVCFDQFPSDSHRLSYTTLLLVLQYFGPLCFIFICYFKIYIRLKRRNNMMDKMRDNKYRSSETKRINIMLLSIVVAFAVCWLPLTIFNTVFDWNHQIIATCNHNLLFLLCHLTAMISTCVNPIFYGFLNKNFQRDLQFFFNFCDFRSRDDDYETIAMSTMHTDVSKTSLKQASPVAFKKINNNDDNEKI
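Assay system: HEK293 cells with Y1 receptor plus CNG channel | Probe or stimulus: NPY (25 nM), isoproterenol (1 µM), Ro 20-1724 (25 µM) | Timing: Compound incubation 1 h at room temperature, readout 45 min post-stimulation | Measured by: Membrane-potential fluorescent dye readout | Benchmarks: High control isoproterenol alone, low control NPY with isoproterenol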
CHOP inh: blocks CHOP induction under ER stress. CHO-K1 CHOP-promoter luciferase, tunicamycin-induced, 15-18 h. inhibition, % at 10 µM. 3.8% of 220,000 active. AID 2732;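 active = compounds that reduced the stress-induced luciferase reporter signal by more than about 70% of percent inhibition, limit read from the data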;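 also: 0% = tunicamycin plus vehicle and 100% = wells without tunicamycin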
14-3-3 Bad inh: disrupts binding of bovine 14-3-3 zeta to phospho-Bad peptide; P63103; TR-FRET 14-3-3zeta/Dy647-pBad peptide displacement, 1 h; inhibition, % at 21.7 µM; 0.71% of 220,000 active;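 active = inhibition above about 70%, limit read from the data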;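 also: 0% = full 14-3-3 plus peptide FRET controls and 100% = background without 14-3-3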
Target sequence (P63103 whole entry, looked up): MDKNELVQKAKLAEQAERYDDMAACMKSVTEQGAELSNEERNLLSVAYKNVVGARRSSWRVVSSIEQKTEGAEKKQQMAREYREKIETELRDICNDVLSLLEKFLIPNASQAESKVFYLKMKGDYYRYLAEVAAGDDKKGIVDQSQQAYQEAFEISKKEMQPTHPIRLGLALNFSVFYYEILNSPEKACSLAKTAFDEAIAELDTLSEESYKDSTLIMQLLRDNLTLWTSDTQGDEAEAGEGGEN
zfTRPN1 agonist: activates the zebrafish TRPN1 channel; HEK293 zebrafish TRPN1-YFP, Fluo-8 calcium fluorescence; 100% = response to 87 µM carbachol; activation, % at 3 µM; 0.18% of 220,000 active;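 active = activation above its plate's cutoff, the mean activation of test wells on that plate plus 3 SD, cut at about 19% in these data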;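 also: 0% = DMSO alone and 100% = 87 µM carbachol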
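Assay system: Zebrafish TRPN1-YFP in HEK293 cells | Incubation: Dye loading 1 h at 37 °C, then 30 min room temperature | Measured by: Kinetic Fluo-8 fluorescence, ex 470-495, em 515-575 nm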
EP2 antag: EP2 receptor (human) inhibition; P43116; C6 glioma cells expressing human EP2, cAMP TR-FRET; cells stimulated with saturating PGE2; 0.52% of 260,000 active; inhibition, % at 25 µM; AID 1422;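 active = percent inhibition above 40 after rounding to a whole number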;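 also: rat C6 glioma host cells with rolipram phosphodiesterase inhibitor present; the protocol text gives 20 µM as final concentration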
Target sequence (P43116 whole entry, looked up): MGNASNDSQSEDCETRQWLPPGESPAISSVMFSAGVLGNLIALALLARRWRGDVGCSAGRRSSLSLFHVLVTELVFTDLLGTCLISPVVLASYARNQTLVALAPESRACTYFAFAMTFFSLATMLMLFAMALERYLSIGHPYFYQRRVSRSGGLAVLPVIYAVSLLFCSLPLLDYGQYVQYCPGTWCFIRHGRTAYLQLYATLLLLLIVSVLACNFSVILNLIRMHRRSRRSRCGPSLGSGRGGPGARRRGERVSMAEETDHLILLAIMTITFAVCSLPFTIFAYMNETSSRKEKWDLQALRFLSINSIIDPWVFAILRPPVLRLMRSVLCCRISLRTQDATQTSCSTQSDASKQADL
TRPML3 ag: agonists of human TRPML3 channel; HEK293 TRPML3-YFP, Fluo-8 calcium fluorescence; 100% = the carbachol control signal; activation, % at 3 µM; 0.29% of 220,000 active;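 active = activation above its plate's cutoff, the mean activation of the plate's test wells plus 3 SD, cut at about 12% in these data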;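 also: 0% = DMSO only wells and 100% = carbachol wells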
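system = HEK293 cells stably carrying human TRPML3-YFP | doses = one concentration, 3 µM nominal, 0.3% DMSO | timing = dye loading 1 h 37 °C then 30 min ambient, 125 s read | detection = Fluo-8 calcium dye fluorescence, ex 470-495, em 515-575 nm | benchmarks = high control carbachol 87 µM, low control DMSO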
PPC-1+TRAIL kill: compounds killing PPC-1 cancer cells with TRAIL present (potentiator screen, no TRAIL-free arm) | PPC-1 cells + TRAIL, ATPLite viability luminescence | cell killing (% activity), % at 4 µM | 0.41% of 220,000 active | AID 1443;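 active = cell killing above 50% in the first pass at 4 µM, then a duplicate retest at 5 µM averaging 50% or more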;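 also: plate controls were cells with TRAIL plus DMSO for no effect and medium-only wells lacking cells for full effect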
NPY1 pot ag: human NPY-Y1 potentiation or agonism, primary screen. P25929. NPY-Y1 expressing cells, potentiator/agonist activation. activation, % at 3.6 µM. 0.37% of 220,000 active. AID 1304; in the data active = activation above about 33%, passing the limit was not always enough;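 also: cells stimulated with NPY at EC10 then isoproterenol at EC100; 0% = low agonist plus stimulus and 100% = saturating agonist plus stimulus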
EP2 modulator: modulates human prostaglandin E2 receptor EP2 signaling | P43116 | EP2-expressing cells, cAMP HTRF FRET, PGE2 co-stimulation | induction, % at 25 µM | 0.83% of 260,000 active | AID 940;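 active = compounds whose cAMP rise, as percent of the full-agonist control response, exceeds 60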;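 also: rat C6 glioma line stably carrying human EP2 under a CMV promoter; the protocol text gives 20 µM as final concentration; 100% = response of wells given 1 µM PGE2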
Active calls of the source: *; nt = no result given; & = joins results of further samples; [ ] = another dose, or the depositor's remark. Not all compounds are listed, so the mix of outcomes need not match the whole.

Under each structure: NPY-Y1 antag	CHOP inh	14-3-3 Bad inh	zfTRPN1 agonist	EP2 antag	TRPML3 ag	PPC-1+TRAIL kill	NPY1 pot ag	EP2 modulator
- COc1ccc2c(c1)CCc1c(C(=O)NCCCn3ccnc3)noc1-2
 : -0.6	-3.2	6.2	0.1	2.2	0.4	10.1	-7.2	-57.2
- COc1cc(CN2CCN(S(=O)(=O)c3ccc(F)cc3)CC2)cc(OC)c1OC
 : 4.3	12.9	10.8[fluorescence artefact?]	0.3	nt	-0.2	21.1	-8.4	25.6
- COc1ccc([N+](=O)[O-])cc1NS(=O)(=O)c1ccc(Cl)c(C(=O)Nc2sc3c(c2C#N)CCCCC3)c1
 : 2.4	105.0*	-0.9	1.5	4.8	0.7	27.0	13.7	-21.9
- CCOC(=O)Nc1nc(-c2ccc(Cl)cc2Cl)cs1
 : -1.2	-26.5	-11.0	-0.6	6.8	0.0	4.8	-12.3	5.9
- O=C(COC(=O)CCCc1c[nH]c2ccccc12)Nc1ccc2c(c1)OCO2
 : 18.7	-1.6	-13.2[fluorescence artefact?]	0.3	27.9	0.0	-6.3	-2.5	-6.8
- CCOc1cc(NC(=O)c2ccco2)c(OCC)cc1NC(=O)Cc1cccc(OC)c1
 : 4.8	30.0	-2.1	-1.3	12.2	-0.8	13.0	-6.0	12.3
- CCOC(=O)c1c(C)[nH]c(C)c1C(=O)COC(=O)c1ccccc1O
 : -0.7	7.5	7.0	-0.1	5.8	-0.1	-14.8	-2.7	22.2
- Nc1c2c(nc3ccn(Cc4ccccc4)c(=O)c13)CCC2
 : 12.3	nt	nt	-1.5	16.6	0.2	-18.6	-14.0	nt
- CC1(C)CC(=O)C2=C(C1)N(c1ccc(F)cc1)C(=O)C2(O)C(F)(F)F (configuration not stated)
 : 7.3	-10.9	-5.3	0.1	nt	-0.3	15.0	20.7	1.0
- CCOC(=O)c1cnn(CCOC(=O)c2cccc(F)c2)c1NC(=O)c1cccc(F)c1
 : -1.9	29.4	12.0	-0.8	3.0	-0.1	-10.4	15.2	31.1
- NCCCC[C@H](N)c1nnc([C@H](CCC(=O)O)NC(=O)C2CCNCC2)o1
 : 1.3	19.1	-5.4	1.9	21.9	1.2	5.7	-7.3	-0.2
- COc1cccc(C2C(C#N)=C(N)OC3=C2C(=O)CC(c2ccco2)C3)c1OCc1ccc(F)cc1 (configuration not stated)
 : -1.8	15.3	-7.6	1.1	12.5	-0.6	-5.1	-4.1	29.4
- O=C(O)CCn1nnc(-c2ccccc2)n1
 : 5.6	24.9	-9.0	0.3	6.7	0.9	12.3	-0.8	-4.7
- COc1ccc(CNC(=O)C2CC(=O)N(c3ccc(OCC(=O)N4C(C)CCCC4C)cc3)C2)cc1 (configuration not stated)
 : -2.9	3.5	-4.9	2.1	22.0	0.5	10.8	-1.3	-13.2
- C/C(CCc1oc2ccc(Br)cc2c1-c1ccc(C)o1)=N/O
 : 6.5	97.3*	-3.1[fluorescence artefact?]	0.0	12.9	0.1	36.2	-27.6	62.5*

As a working copy, part of the list above.
Under each structure: NPY-Y1 antag	CHOP inh	14-3-3 Bad inh	zfTRPN1 agonist	EP2 antag	TRPML3 ag	PPC-1+TRAIL kill	NPY1 pot ag	EP2 modulator
- COc1ccc2c(c1)CCc1c(C(=O)NCCCn3ccnc3)noc1-2
 : -0.6	-3.2	6.2	0.1	2.2	0.4	10.1	-7.2	-57.2
- COc1cc(CN2CCN(S(=O)(=O)c3ccc(F)cc3)CC2)cc(OC)c1OC
 : 4.3	12.9	10.8[fluorescence artefact?]	0.3	nt	-0.2	21.1	-8.4	25.6
- COc1ccc([N+](=O)[O-])cc1NS(=O)(=O)c1ccc(Cl)c(C(=O)Nc2sc3c(c2C#N)CCCCC3)c1
 : 2.4	105.0*	-0.9	1.5	4.8	0.7	27.0	13.7	-21.9

Following part.
Under each structure: NPY-Y1 antag	CHOP inh	14-3-3 Bad inh	zfTRPN1 agonist	EP2 antag	TRPML3 ag	PPC-1+TRAIL kill	NPY1 pot ag	EP2 modulator
- Oc1ccccc1/C=N/Nc1nn[nH]n1
 : nt	-4.7	-8.1	2.5	9.1	1.0	-11.7	19.5	20.6
- CC(C)N(C)CCOC(=O)c1ccccc1Br
 : 6.8	-3.9	-5.3[fluorescence artefact?]	0.6	2.5	0.7	-1.3	-5.5	0.1
- O=C(/C=C/c1ccc(-c2ccccc2[N+](=O)[O-])o1)c1ccco1
 : 1.1	-17.9	4.3	-0.3	25.1	-0.8	39.4	4.7	-25.0
- CCOc1ccc(-n2cc(C(=O)N3CCCCCC3)c3cc(OC)c(OC)cc3c2=O)cc1
 : -1.1	-5.6	-1.7	2.1	13.0	0.1	4.3	-5.2	-6.2
- CC(=O)Nc1ccc(S(=O)(=O)N2CC3(C)CC2CC(C)(C)C3)cc1 (configuration not stated)
 : -1.7	11.7	-5.9	-0.1	10.4	2.4	0.7	3.9	23.3
- COc1ccccc1CN(Cc1nc2ccccc2c(=O)[nH]1)S(=O)(=O)c1ccc(C)cc1
 : 15.5	44.4	-11.3[fluorescence artefact?]	-1.1	14.6	0.6	4.5	-35.1	61.2*
- CCOC(=O)c1c(N)sc2c1CCC(CC)C2 (configuration not stated)
 : 3.1	76.6*	-6.6	-0.3	11.1	-1.0	-16.2	-4.0	65.7*
- CC(C)N1CCC(N2CCN(Cc3nc4ccccc4s3)CC2CCO)CC1 (configuration not stated)
 : nt	3.9	-1.8	0.8	4.5	1.0	8.1	19.6	-11.8
- CCC(NS(=O)(=O)c1ccc(C)cc1)C(=O)Nc1ccc(NC(C)=O)cc1 (configuration not stated)
 : 6.6	3.5	5.4	-0.3	14.0	-0.8	-6.4	-1.2	2.1
- CCC1=NN2C(=N)/C(=C\c3ccc(OCc4cc(=O)n5nc(CC)sc5n4)c(OC)c3)C(=O)N=C2S1
 : -1.8	13.4	4.2	1.8	5.5	1.0	24.3	8.6	18.5
- CCOc1cc(N2CCOCC2)c(OCC)cc1NC(=O)COC(=O)CCc1c[nH]c2ccccc12
 : 13.3	28.5	4.5	-1.1	21.0	0.6	-10.6	-37.9	0.9
- COc1ccc(NC(=O)C2CCN(C(=O)c3cccs3)CC2)cc1
 : -0.7	13.3	-1.4[fluorescence artefact?]	0.6	12.4&6.7	1.3	8.0	2.6	-19.8&4.2
- CCS(=O)(=O)CCSC(=N)N
 : 0.4	3.4	nt	1.3	8.3	0.1	-12.9	-0.2	8.3
- Cc1ccc(NC(=O)c2cc(-c3ccccc3)nn2-c2ccccc2)c(Br)c1
 : -2.0	11.2	4.2	0.0	3.4	0.4	39.8	22.3	25.2
- Cc1[nH]c(=S)[nH]c(=O)c1CCOc1ccccc1
 : -0.2	46.6	10.3[fluorescence artefact?]	-1.0	5.5	-0.1	14.3	12.8	41.0
- CCOC(=O)c1ccc(N=C2S/C(=C\c3cc(C)n(-c4cccnc4)c3C)C(=O)N2C)cc1
 : -3.9	52.2	-5.0	1.9	10.2	0.2	18.4	-13.2	-3.0
- Cc1ccc(Cn2ccnc2C(=O)Nc2ccccc2)cc1
 : 3.4	19.8	-2.2	0.5	3.5	0.8	5.8	-15.9	-5.4
- CC1CN(C(=O)/C(C#N)=C2\N=C(NC(=O)c3ccccc3Cl)c3ccccc32)CC(C)O1 (configuration not stated)
 : 8.0	10.3	-2.3[fluorescence artefact?]	0.0	7.0	0.0	-13.3	-7.7	-3.8
- O=[N+]([O-])c1ccc(OCc2cnc(Cl)s2)cc1
 : 1.2	7.0	-5.0	-2.5	8.0	-0.8	28.3	1.8	33.3
- Cn1c(C(=O)NCc2cccs2)cc2oc3ccccc3c21
 : -1.2	nt	-4.0	1.1	nt	-0.2	43.5	2.5	-58.7
- O=C(Nc1cccnc1)c1cc2nc(C3CC3)cc(C(F)(F)F)n2n1
 : 1.8	1.1	-6.5	-0.4	7.8	0.9	33.6	-22.4	8.9
- CC1(C)CC(=O)C(N=Nc2ccc(S(=O)(=O)N3CCCCCC3)cc2)=C(O)C1
 : -6.3	-12.0	15.8	0.5	8.3	0.4	6.7	-3.7	42.9
- O=c1oc2ccccc2c(Nc2cccc(O)c2)c1[N+](=O)[O-]
 : 0.7	20.4	5.7	0.7	9.6	0.9	12.1	5.9	-11.0
- O=c1[nH]cnc2c1ncn2Cc1ccc([N+](=O)[O-])cc1
 : nt	4.5	-6.1	-0.2	9.9	-0.3	13.5	-17.8	-18.0
- CC(/C=N/Nc1nncc(=O)[nH]1)=C\c1ccccc1
 : -5.4	-2.1	4.6	0.2	3.4	0.4	-7.9	4.5	10.6
- COC(=O)C1CCCN1C(=O)c1cccs1 (configuration not stated)
 : 0.2	-12.4	0.6	1.5	6.0	0.0	26.7	8.5	2.7
- O=C(Nc1ccc(F)cc1)c1nc[nH]c1C(=O)Nc1ccc([N+](=O)[O-])cc1
 : -10.1	-39.1	51.5[fluorescence artefact?]	-0.9	8.5	0.2	14.4	18.2	-20.8
- CCCN1CCN(CCCNC(=O)c2cc3c(=O)[nH]c4ccc(C)cc4c3s2)CC1
 : nt	11.5	8.6	-1.5	14.1	0.5	24.7	-0.6	-14.8
- O=C(CCCc1ccccc1)Nc1nncs1
 : -3.8	37.9	-6.0	-0.1	8.6&6.4	0.3	15.7	1.9	-16.9&-15.6
- Nc1nc(N)c2nc(-c3ccccc3)c(N)nc2n1
 : 1.9	5.1&5.5	-7.6	-0.2	18.0&9.6&10.3	1.0	21.5	3.4	5.0&17.8&6.8
- O=S(=O)(c1ccc(-c2ccon2)s1)N1CCCC1
 : nt	1.7	-7.0	1.0	5.8	0.4	8.5	20.7	1.0
- CC(Oc1ccccc1)C(=O)Nc1nnc(C2CCCCC2)s1 (configuration not stated)
 : 0.5	31.3	-2.4	1.6	16.5	1.7	1.1	4.9	34.2
- COc1ccccc1C(=O)C1CCCN(Cc2ccc(Oc3ncccn3)cc2)C1 (configuration not stated)
 : 2.4	22.6	-6.7	-0.8	4.6	1.0	9.5	14.0	-22.1
- COc1cccc(-n2nnc3c(=O)n(CC(=O)NCC4CCCO4)cnc32)c1 (configuration not stated)
 : 1.7	23.4	2.7	0.7	9.7	0.8	8.6	2.3	-9.7

An excerpt from above in order of count of non-hydrogen atoms, ascending:
Under each structure: NPY-Y1 antag	CHOP inh	14-3-3 Bad inh	zfTRPN1 agonist	EP2 antag	TRPML3 ag	PPC-1+TRAIL kill	NPY1 pot ag	EP2 modulator
- O=S(=O)(c1ccc(-c2ccon2)s1)N1CCCC1
 : nt	1.7	-7.0	1.0	5.8	0.4	8.5	20.7	1.0
- CC(Oc1ccccc1)C(=O)Nc1nnc(C2CCCCC2)s1 (configuration not stated)
 : 0.5	31.3	-2.4	1.6	16.5	1.7	1.1	4.9	34.2
- COc1cccc(-n2nnc3c(=O)n(CC(=O)NCC4CCCO4)cnc32)c1 (configuration not stated)
 : 1.7	23.4	2.7	0.7	9.7	0.8	8.6	2.3	-9.7
